# Compound activity from PubChem.
# CHRM5 agonist: agonists of human muscarinic M5 receptor (CHRM5); P08912; CHO-K1 hM5 cells, Fluo-8 calcium fluorescence; 0% DMSO wells, 100% maximal acetylcholine response; activation, % at 3 µM; actives 0.19% (n = 360,000); AID 624037;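 active means activation above the run's mean over test compounds plus 3 SD, cut at about 23% in these data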;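 further: signal is peak over basal fluorescence ratio across the kinetic read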
# Target sequence (P08912 whole entry, looked up): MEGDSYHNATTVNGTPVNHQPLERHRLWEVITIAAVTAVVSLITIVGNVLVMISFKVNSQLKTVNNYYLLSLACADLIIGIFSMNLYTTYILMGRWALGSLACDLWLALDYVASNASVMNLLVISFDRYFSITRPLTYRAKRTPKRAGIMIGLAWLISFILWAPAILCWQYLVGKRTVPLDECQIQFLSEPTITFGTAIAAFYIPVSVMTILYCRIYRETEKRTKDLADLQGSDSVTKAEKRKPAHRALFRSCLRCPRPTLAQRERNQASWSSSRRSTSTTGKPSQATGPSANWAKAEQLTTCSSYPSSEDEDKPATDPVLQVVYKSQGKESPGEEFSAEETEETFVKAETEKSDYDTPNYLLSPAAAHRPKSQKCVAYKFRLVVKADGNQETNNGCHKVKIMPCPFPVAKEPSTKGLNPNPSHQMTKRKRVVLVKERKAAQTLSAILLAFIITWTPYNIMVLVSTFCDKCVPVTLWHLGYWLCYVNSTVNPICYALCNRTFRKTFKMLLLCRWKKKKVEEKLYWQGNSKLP
# TAAR1 agonist: human TAAR1 agonism. Q96RJ0. CHO RD-HGA16 TAAR1, Fluo-8 calcium fluorescence; vehicle wells 0%, saturating PEA agonist 100%. actives 0.99% (n = 360,000). activation, % at 3 µM;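 active means activation above the mean activation of all test compounds in the run plus 3 SD, cut at about 38% in these data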
# Target sequence (Q96RJ0 whole entry, looked up): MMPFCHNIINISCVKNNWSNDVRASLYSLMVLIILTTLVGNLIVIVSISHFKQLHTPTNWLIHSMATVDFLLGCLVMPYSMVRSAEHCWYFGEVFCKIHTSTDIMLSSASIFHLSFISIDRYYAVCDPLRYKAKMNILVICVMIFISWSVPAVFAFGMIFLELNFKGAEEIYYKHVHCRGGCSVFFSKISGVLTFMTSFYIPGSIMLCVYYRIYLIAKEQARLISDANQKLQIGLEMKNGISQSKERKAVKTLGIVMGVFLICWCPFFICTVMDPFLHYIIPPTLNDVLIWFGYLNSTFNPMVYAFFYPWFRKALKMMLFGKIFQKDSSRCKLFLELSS
#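 System: CHO-derived RD-HGA16 cells with stable Gα16 and human TAAR1. Times: 17-24 h plating, Fluo-8 75 min 37 °C, 30 min RT. Measured by: calcium-sensitive Fluo-8 signal, excitation 470-495, emission 515-575 nm. Read-out basis: % activation relative to PEA EC100 response. Control set: DMSO and PEA EC100. Repeats: no replicates (n 1).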
# CHO-K1 Ca PAM: nonselective activator or artifact in parental CHO-K1 calcium assay; ATP EC20, Fluo-8 calcium fluorescence; 0% at ATP EC20, 100% at ATP max; activation, % at 3 µM; actives 0.02% (n = 360,000); AID 602247;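 active means activation above the run cutoff, the mean activation of all test compounds plus 3 SD, cut at about 40% in these data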;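 further: peak over basal fluorescence ratio in a 140 s read after ATP addition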
# CRFR2-BP ag: agonists of human CRF-binding protein/CRF-R2 receptor complex. HEK293 CRF-R2/CRF-BP, calcium dye fluorescence (FLIPR); percent of saturating CRF peptide response. activation, % at 13.2 µM. actives 0.46% (n = 350,000). AID 588473;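 active means activation of at least 50%, plus an integration ratio under a set limit after plate pattern correction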;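 further: plate controls were neutral control wells without compound for no effect and CRF at EC100 for full effect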
# TAAR1 antag: human TAAR1 antagonism | CHO RD-HGA16 TAAR1, Fluo-8 calcium fluorescence, antagonist | Q96RJ0 | inhibition, % at 3 µM | actives 1.5% (n = 360,000);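 active means inhibition above a per-plate cutoff, the mean inhibition of test compounds on that plate plus 3 SD, cut at about 49% in these data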;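 further: 0% = DMSO plus EC80 beta-PEA response and 100% = DMSO alone without agonist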
#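 Test system: RD-HGA16 CHO cells with stable hTAAR1 and Gα16 / Probe or stimulus: EC80 β-phenethylamine stimulus / Times: seeding 17-24 h prior, 75-min 37 °C, 30-min RT dye loading / Detection: Fluo-8 calcium-sensitive fluorescence / Read-out basis: % inhibition scaled between DMSO and EC80 PEA controls / Repeats: singlicate, one well per test compound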
# M4 PAM: positive allosteric modulators of human muscarinic M4 receptor; actives 0.4% (n = 360,000); activation, % at 3 µM; P08173; AID 624126; CHO-K1 hM4/Gqi5, Fluo-8 calcium fluorescence, ACh EC20; 0% = ACh EC20, 100% = maximal ACh;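 active means activation above its plate's cutoff, the mean activation of sample wells plus 3 SD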; further: some results filed as inactive read as strong as hits
# CHRM5 antagonist: antagonists of human muscarinic M5 receptor (CHRM5) | AID 624040 | CHO-hM5 cells, Fluo-8 calcium fluorescence, ACh EC80 | P08912 | inhibition, % at 3 µM | actives 0.59% (n = 360,000);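 active means inhibition above a per-plate cutoff, the mean of that plate's test compounds plus 3 SD, cut at about 27% in these data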;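 further: 0% = acetylcholine EC80 with DMSO and 100% = DMSO without agonist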
# CHRM5 PAM: potentiates acetylcholine response at human M5 receptor. actives 0.3% (n = 360,000). activation, % at 3 µM. P08912. CHO-K1 hM5, Fluo-8 calcium, ACh EC20 PAM; 0% = ACh EC20, 100% = ACh EC100;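 active means activation above the run cutoff, the mean activation of all test compounds plus 3 SD, cut at about 18% in these data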
#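 system = human M5 receptor in CHO-K1 cells | reagent = EC20 acetylcholine as agonist stimulus | compound dosing = single-point, 3 µM nominal | incubation = Fluo-8 loading 80 min at 37 °C plus 30 min room temperature | detection = Fluo-8 calcium dye fluorescence, kinetic read | benchmarks = low control EC20 acetylcholine (0%), high control EC100 acetylcholine (100%)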
# CRFR2-BP antag: CRF-BP/CRF-R2 complex antagonism | HEK293 CRF-R2/CRF-BP, CRF-induced calcium fluorescence | inhibition, % at 11.8 µM | actives 0.59% (n = 350,000) | AID 588475;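 active means inhibition of the ligand-induced calcium signal above about 50% at the single tested concentration, limit read from the data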
# An asterisk follows results filed as active; / = not tested or not shown. Not a hit list. About 4.2% of those tested had a hit in this group.
SMILES,CHRM5 agonist,TAAR1 agonist,CHO-K1 Ca PAM,CRFR2-BP ag,TAAR1 antag,M4 PAM,CHRM5 antagonist,CHRM5 PAM,CRFR2-BP antag
COc1ccc(CNC(=O)CSc2nc3cccnc3s2)cc1,0,0,5,-5.6,-10,-13,7,-3,-1
COc1ccc(N2CC(C(=O)OCC(=O)Nc3cc(C)on3)CC2=O)cc1 (stereo unspecified),-2,-2,-9,-1.3,1,-5,7,-2,3
COc1ccc(N(CC(=O)Nc2ccc(C)cc2C)S(=O)(=O)c2ccccc2[N+](=O)[O-])c(OC)c1,-1,8,-3,-2.7,15,5,9,4,7
COc1cc2c(cc1OC)C(COc1ccccc1OC)N(C(=O)C(C)(C)C)CC2 (stereo unspecified),-3,4,3,3.2,9,11,-3,4,-1
CCOc1ccc(Nc2nc(N3CCCC3)nc(N3CCN(c4ccc(OC)cc4)CC3)n2)cc1,0,1,15,0.3,-13,5,9,5,2
O=CN1CCN(C=O)C(O)C1O (stereo unspecified),3,1,-1,1.9,-2,-4,7,-8,-7
O=C(CC1C(=O)NCCN1Cc1c(F)cccc1Cl)NCCCN1CCCC1=O (stereo unspecified),-2,0,0,1.0,-12,0,8,-9,-1
CSc1nc2ccsc2c(=O)n1-c1ccccn1,-2,9,7,-0.3,1,1,-10,-13,-8
CCOc1ccc(C(=O)Nc2cccc(NC(=O)c3cccs3)c2)cc1[N+](=O)[O-],6,8,-12,-0.7,47,-8,-4,-10,10
CC1(C)N=C(N)NC(Nc2ccc(Br)cc2)=N1,-7,36,21,2.7,7,8,1,1,-3
Cc1cc(NC(=O)COC(=O)CCS(=O)(=O)c2cc(Cl)ccc2Cl)no1,-2,4,7,-0.6,-8,2,6,-2,10
O=C(Nc1ncnc2sc3c(c12)CCCCC3)c1ccco1,3,4,11,-2.5,-6,2,-3,4,-7
CCC(C)c1ccc(NC(=O)C2CC3CCC2C3)cc1 (stereo unspecified),-7,3,12,-0.1,25,-11,0,5,-26
C/C(=N\NC(=S)NCc1ccccc1)c1cccs1,-11,5,1,0.6,14,1,-1,7,1
Nc1nc2n(n1)C(c1cccc(Br)c1)CC(c1ccccc1)N2 (stereo unspecified),6,11,-8,22,37,7,-3,2,-54
O=C1CCCN2N=C(SCC(=O)Nc3nc4ccccc4s3)SC2=N1,5,9,9,-1.2,7,-5,6,-8,2
COc1ccc(C(=O)OCC(=O)NCc2ccc3c(c2)OCO3)cc1[N+](=O)[O-],0,1,16,0.0,4,-6,-4,1,2
CCN(C(=O)CSc1nnc(-c2c[nH]c3ccccc23)o1)C1CCS(=O)(=O)C1 (stereo unspecified),-5,3,5,-0.2,-10,-1,-1,4,-4
COc1ccc2c(c1)C(=O)N1[C@H]3c4cc(Cl)ccc4OC[C@@H]3[C@H](c3ccccc3)[C@]1(C)C(=O)N2,-1,7,-3,2.6,-14,-4,1,-13,13
COC(=O)C1=C(C)NC2=C(C1c1ccc(O)cc1)S(=O)(=O)c1ccccc12 (stereo unspecified),-2,7,10,-0.1,-10,6,-2,-2,-7
Cc1ccccc1CN(C)CC(=O)Nc1ccccc1Oc1ccccc1,-2,0,23,2.7,-16,15,-5,-2,3
COc1ccc(NC(=O)/C=C/c2ccco2)cn1,-4,5,25,2.2,-6,1,17,-6,-11
COC(=O)c1ccccc1NC(=O)/C=C/C(=O)O,-3,4,19,-0.9,-19,10,4,0,0
O=C(CCc1ccccc1)NCCCN1CCOCC1,0,10,-1,3.4,15,-1,4,-4,-4
CCc1nc2ccc(C(=O)Nc3ccc(C(N)=O)cc3)cn2c1N(CCC(C)C)CCN(C)C,1,0,7,/,-6,-2,7,2,/
CCCSc1cc(N)cc([N+](=O)[O-])c1,-8,-1,11,-0.7,4,-6,-5,-3,35
O=C(CCCN1C(=O)/C(=C\c2ccccc2)SC1=S)Nc1cccc(C(=O)O)c1,-4,3,4,11,5,17,-8,2,-25
CCOc1ccccc1C1CC(c2cccs2)=NN1S(C)(=O)=O (stereo unspecified),-1,0,8,-1.2,-4,-7,-1,1,4
O=C(Cc1ccccc1F)Nc1ccccc1N1CCCC1,-4,-1,10,-0.5,-24,-3,6,-6,1
CCOC(=O)CNC(=O)c1ccc(C)cc1,-2,14,16,0.2,-14,5,-5,5,-34
CC(C)c1ccc(NCCC(=O)c2cccs2)cc1,-1,0,19,1.8,-24,-8,1,-2,7
Cc1cc(NC(=O)CSc2nc3[nH]c(=O)cc(O)c3s2)ccc1Br,2,1,2,0.3,-30,4,1,2,2
O=C(NC1CCS(=O)(=O)C1)c1cc2c(=O)n3ccccc3nc2n1Cc1ccccc1 (stereo unspecified),1,2,12,-0.1,2,2,-3,-1,-9
Cc1cc(NC(=O)CCC(=O)N(CCC(C)C)C(C(=O)NCC2CCCO2)c2ccccc2C)no1 (stereo unspecified),-2,1,-3,0.0,0,-8,6,5,-1
NC(=O)c1ccc(SCC(=O)OCC(=O)N2CCCCC2)c([N+](=O)[O-])c1,2,1,14,-0.5,-29,9,0,4,1
COc1ccc(-c2cc(=O)c3cc(OC)ccc3[nH]2)cc1,2,/,13,0.5,/,2,4,-4,2

# The closing two entries of the part above are carried over, then new ones follow.
SMILES,CHRM5 agonist,TAAR1 agonist,CHO-K1 Ca PAM,CRFR2-BP ag,TAAR1 antag,M4 PAM,CHRM5 antagonist,CHRM5 PAM,CRFR2-BP antag
NC(=O)c1ccc(SCC(=O)OCC(=O)N2CCCCC2)c([N+](=O)[O-])c1,2,1,14,-0.5,-29,9,0,4,1
COc1ccc(-c2cc(=O)c3cc(OC)ccc3[nH]2)cc1,2,/,13,0.5,/,2,4,-4,2
Cc1ccc(CNC(=O)COc2cc(O)c3c(c2)OC(C)(C)CC3=O)cc1,1,4,21,-1.4,-17,3,2,3,9
CCc1nonc1NC(=O)c1oc2ccc(Br)cc2c1C,-2,0,8,-0.9,-3,12,-5,2,-8
CCOC(=O)c1[nH]c2ccc(OC)cc2c1NC(=O)/C=C/c1ccc2c(c1)OCO2,-4,3,22,-0.9,20,-5,1,1,33
COc1cc(NC(=O)CSc2nnc3c(n2)[nH]c2ccc(S(=O)(=O)NC(C)C)cc23)cc(OC)c1OC,1,0,11,-0.8,-14,0,4,7,1
O=C(COC(=O)c1sc2ccccc2c1Cl)NC1CCCCC1,-1,-1,20,-1.7,-4,0,-12,3,10
COc1ccccc1/C=C/C(=O)N1CCN(S(=O)(=O)c2cccs2)CC1,-3,4,8,-1.1,25,4,10,-4,-4
Cn1c2ccc(F)cc2c2ncn(Cc3ccccn3)c(=O)c21,0,1,6,-0.4,-18,-43,15,-21,-1
CCN(C[C@H]1N[C@@](C)(C(=O)OC)[C@H]2C(=O)N(C)C(=O)[C@@H]12)C(=O)Nc1ccc(Cl)cc1,1,2,-8,-2.6,1,2,-3,-3,13
CCOC(=O)N1CCC(N2C(=O)c3ccccc3C2Nc2cc(Cl)c(OC)cc2OC)CC1 (stereo unspecified),0,0,-8,-1.8,4,-10,-3,-4,-6
CC(=O)c1cc(CN2CCN(Cc3ccc(C)cc3)C(CCO)C2)cs1 (stereo unspecified),-4,7,27,1.0,-12,3,3,0,-2
O=c1[nH]c(SCCc2ccccc2)nc2c1CCC2,0,7,13,/,-8,8,0,-1,/
COc1ccc(CNC(=O)OC2CC3CC2[C@H]2CCCCN2C3=O)cc1 (stereo partly specified),-1,5,18,/,-26,2,-1,-1,/

# Reprinted at random: 3 compounds from above.
SMILES,CHRM5 agonist,TAAR1 agonist,CHO-K1 Ca PAM,CRFR2-BP ag,TAAR1 antag,M4 PAM,CHRM5 antagonist,CHRM5 PAM,CRFR2-BP antag
COC(=O)c1ccccc1NC(=O)/C=C/C(=O)O,-3,4,19,-0.9,-19,10,4,0,0
COc1ccc(C(=O)OCC(=O)NCc2ccc3c(c2)OCO3)cc1[N+](=O)[O-],0,1,16,0.0,4,-6,-4,1,2
Cc1ccc(CNC(=O)COc2cc(O)c3c(c2)OC(C)(C)CC3=O)cc1,1,4,21,-1.4,-17,3,2,3,9

# (next part)
SMILES,CHRM5 agonist,TAAR1 agonist,CHO-K1 Ca PAM,CRFR2-BP ag,TAAR1 antag,M4 PAM,CHRM5 antagonist,CHRM5 PAM,CRFR2-BP antag
CCCCN(CCCC)C(=O)CSc1nnc(-c2cc(OC)c(OC)c(OC)c2)o1,2,15,15,-3.3,12,3,-5,-3,11
O=C(COC(=O)C1COc2ccccc2O1)Nc1cccc(Cl)c1 (stereo unspecified),-1,5,-13,-0.6,-10,0,18,-7,7
CCOC(=O)c1cnc2ccc(OCC)cc2c1NCCCN1CCOCC1,-4,1,10,-3.2,-22,0,-10,-1,-2
CCCCCCc1nnc(NC(=O)c2ccco2)s1,-3,0,-6,-0.5,-16,-4,8,-1,-21
O=C(Nc1ccc2nc3n(c(=O)c2c1)CCCC3)c1cc([N+](=O)[O-])ccc1F,2,/,8,0.0,/,-10,5,-6,29
Cc1cccc(NC(=O)CN2CCN(C(=O)CNC(=O)c3ccc(-c4ccccc4)cc3)CC2)c1C,5,7,11,-2.2,-4,2,16,-15,11
CCC1=NC(c2ccc(Br)cc2)N(O)C1(C)C (stereo unspecified),-3,-1,-17,1.3,9,5,6,-9,-16
CC(C)(C)OC(=O)N1CCC(C(=O)Nc2cccc(C(=O)N3CCCC3)c2)CC1,2,2,34,1.6,-22,-5,-2,-3,-12
CC(C)(C)OC(=O)C[C@@H]1C/C=C\C[C@H](CC(=O)N(CCO)Cc2ccccc2)C(=O)N2CCC[C@@H]2COC1=O,0,3,15,-1.0,15,0,-7,3,1
CC(C)NC(=O)CN1CCN(C(c2cc3ccccc3o2)c2nnnn2C(C)(C)C)CC1 (stereo unspecified),3,1,6,/,1,-2,-3,-1,/
Cc1c(N(C)C)nc2ccccc2c1N,-3,8,24,-2.2,-16,10,7,2,3
CCS(=O)(=O)N1CCN(CC2CC3C=CC2C3)CC1 (stereo unspecified),0,6,-4,-2.8,5,-7,2,0,10
CCn1c(C(=O)N2CCC(C(=O)NCCCSC3CCCCC3)CC2)cc2sccc21,3,10,0,7.5,37,-9,7,-14,-39
C=CCN(Cc1ccc(Cl)s1)C(=O)c1ccc(F)c(S(=O)(=O)N2CCOCC2)c1,2,6,1,-0.5,5,-3,21,-10,5
COc1ccc(CCN2C(=O)CCC2(C)c2nnnn2Cc2ccccc2)cc1OC (stereo unspecified),2,2,16,/,-11,1,-6,0,/
Cc1ccc(C)c(N=Nc2nc3ccccc3n2C)c1,-4,5,-17,-3.4,3,7,5,-1,1
COc1cc2c(CCNC(C)=O)c[nH]c2cc1Cl,1,2,-1,1.0,-11,-9,-1,-8,5
c1ccc2sc(N3CCCCC3)nc2c1,-3,5,30,-3.0,-16,3,3,1,7
Cn1cccc1C(=O)C(=O)Nc1ccc(Cl)cc1,-3,8,6,1.0,5,-5,3,-2,6
O=C(CSC(=O)c1ccccc1)Nc1ccccc1F,1,0,1,2.0,8,5,11,1,-5
